TROY signal inh: inhibitors of TROY-driven NF-kB signaling, primary screen, Q293 LMP1-TROYcd cells, NF-kB luciferase, uHTS | AID 1347056, 2019 | Q293 LMP1-TROYcd NF-kB luciferase reporter, 4 h | 360,000 tested, 0.98% active | inhibition, % at 10 µM;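 active = compounds whose plate-normalised and pattern-corrected inhibition of the luciferase reporter signal at the single screening dose is 50% or more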
NR2E3 ag-1: NR2E3 agonists in two-hybrid cells, primary screen, cell-based, luminescence, CHO-S, Gal4-NCOR/VP16-NR2E3. luciferase. 360,000 tested, 0.35% active. Photoreceptor-specific nuclear receptor (Homo sapiens), Q9Y5X4. AID 602229, 2012. inhibition of corepressor binding, % at 3.98 µM;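 active = inhibition above the mean of all tested compounds plus 3 SD, cut at about 70% in these data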;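 note: 0% = DMSO with NR2E3 transfected cells and 100% = cells lacking NR2E3 construct; higher means lower luciferase signal from less NR2E3 corepressor binding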
Target sequence (Q9Y5X4 whole entry, looked up, the tested form may be a part): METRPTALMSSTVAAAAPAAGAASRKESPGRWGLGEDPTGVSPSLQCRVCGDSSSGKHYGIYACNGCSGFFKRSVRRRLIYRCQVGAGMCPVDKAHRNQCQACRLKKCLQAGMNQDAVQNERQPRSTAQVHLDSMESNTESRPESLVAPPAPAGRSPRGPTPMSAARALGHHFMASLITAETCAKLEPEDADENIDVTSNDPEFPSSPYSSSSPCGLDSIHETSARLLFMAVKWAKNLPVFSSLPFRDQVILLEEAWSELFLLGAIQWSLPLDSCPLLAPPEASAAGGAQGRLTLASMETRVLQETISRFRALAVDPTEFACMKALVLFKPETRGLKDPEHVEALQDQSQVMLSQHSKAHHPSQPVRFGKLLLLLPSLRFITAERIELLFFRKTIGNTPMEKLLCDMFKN
TWEAK-Fn14 inh: inhibitors of TWEAK-Fn14 signaling, primary screen, luciferase reporter cells, uHTS; TWEAK-stimulated Fn14 reporter cells, luciferase luminescence, 8 h; inhibition, % at 10 µM; 360,000 tested, 2% active; in the data active = inhibition above about 50%
CF NFkB block: inhibitors of PAF-induced NF-kB signaling, primary screen, cell-based, GFP fluorescence, uHTS. AID 588850, 2011. KKLEB NF-kB-GFP reporter, GFP fluorescence overnight. 360,000 tested, 0.86% active. inhibition, % at 5 µM;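 active = at least 50% inhibition at 5 µM, scaled per plate between neutral and stimulator controls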;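 note: PAF is a Pseudomonas aeruginosa culture filtrate used as stimulus; plate controls were PAF-stimulated DMSO wells for no effect and unstimulated DMSO wells for full effect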
TRPM1 prom inh: inhibitors of MITF-dependent TRPM1 promoter reporter, primary screen, cell-based, SK-MEL-5, single point, luciferase | SK-MEL-5 TRPM1 promoter luciferase, 24 h | AID 488899, 2010 | inhibition, % at 12.5 µM | 330,000 tested, 0.83% active;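 active = mean inhibition across replicates of 60% or more, whatever share of single replicates reaches that level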; note: values of inactives mirror those of a sister screen read the other way
Peg3 promoter: Peg3 promoter-driven luciferase inhibitors, primary screen, cell-based, HeLa, luciferase luminescence | HeLa PEG-Prom luciferase reporter, overnight | inhibition, % at 20 µM | 360,000 tested, 1.7% active;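 active = inhibition of at least 50% at 20 µM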
TRAIL sens C8: viability loss with TRAIL in NB7+C8 cells, primary screen, TRAIL sensitizer project, cell-based, ATPlite luminescence. inhibition (viability loss, TRAIL sensitization), % at 10 µM. 360,000 tested, 1% active. AID 624354, 2012;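 active = compounds causing at least 50% loss of cell viability in the single-dose screen, relative to plate controls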
Shn3 inh set2: reduction of Shn3 3'UTR firefly luciferase signal, primary screen, Schnurri-3 inhibitor project, cell-based, Clone20 osteoblasts, set 2. Clone20 osteoblast Shn3 3'UTR firefly luciferase, 24 h. inhibition, % at 12.5 µM. 360,000 tested, 0.52% active. AID 588674, 2011;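 active = mean inhibition of at least 75% with every replicate also reaching 75%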;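 note: 0% = median of neutral control wells and 100% = pilot-screen positive control compound; some compounds past the cut are filed as inactive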
HIF-2a inh: HIF-2a reporter inhibitors, primary screen, luminescence, 786-0 RCC cells | inhibition, % at 18.8 µM | 786-0 RCC cells HIF-2a reporter, luciferase luminescence, overnight | 360,000 tested, 0.72% active;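 active = inhibition of the luminescence signal of 40% or more relative to plate controls, in a single-dose primary screen at 18.75 µM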
NR2E3 ag-2: inhibitors of NR2E3-RetCOR corepressor binding, primary screen, NR2E3 agonist project, biochemical, TR-FRET, GST-NR2E3, biotin-RetCOR; Photoreceptor-specific nuclear receptor (Homo sapiens), Q9Y5X4; 1536-well; inhibition of corepressor binding, % at 4.78 µM; 320,000 tested, 0.12% active; AID 2300, 2010;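 active = percent inhibition above the cutoff of mean plus 3 SD of all tested compounds, set per screening campaign, cut at about 20% in these data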;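 note: 0% = DMSO wells and 100% = biotin wells as full block of FRET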
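Format: 1536-well format; test system: GST-NR2E3 and biotin-RetCOR proteins; read-out basis: percent inhibition of TR-FRET ratio; timing: 5 h incubation at 4 °C; detection: time-resolved FRET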
KKLEB tox: cytotoxicity in KKLEB CF airway cells, primary screen, cytotoxicity control for CF NF-kB inhibitor project, cell-based, uHTS, fluorescence assay plates. 360,000 tested, 0.36% active. KKLEB CF airway cells viability, ATPlite luminescence, overnight; stronger effect = lower value; cells stimulated with P. aeruginosa culture filtrate. activity change (cytotoxicity), % at 5 µM;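 active = corrected activity change at or below -50% at 5 µM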
* marks the source's active call; other numbers are inactive results; nt = no result given. An excerpt; count on the stated rates, not on these rows.

Compound	TROY signal inh	NR2E3 ag-1	TWEAK-Fn14 inh	CF NFkB block	TRPM1 prom inh	Peg3 promoter	TRAIL sens C8	Shn3 inh set2	HIF-2a inh	NR2E3 ag-2	KKLEB tox
N#Cc1ccccc1NC(=O)CN1CCN(Cc2ccccc2)CC1	8	6	1	-15	1	8	-21	-8	21	1	4
COc1ccc(CCN(C(=O)COc2ccccc2)c2nc(-c3ccccc3)cs2)cc1OC	5	-25	4	14	-7	21	5	37	12	2	-5
O=C(N/N=C/C(Br)=C/c1ccccc1)c1cccnc1	-24	-5	-2	-32	-15	-57	0	nt	-129	-3	5
N=C1C(c2nc3ccccc3s2)=C(O)CN1c1ccccc1	-56	-11	-17	12	3	-38	1	-12	-63	15	-1
O=C(N/N=C/c1ccc(F)cc1)c1cc[n+]([O-])cc1	-32	-11	5	-6	-9	-6	-12	22	7	0	5
CCOC(=O)C1=C(C)NC(=O)NC1c1ccc(F)cc1 (configuration not stated)	-1	-1	20	4	-37	6	-2	-31	17	2	-5
C[C@H](CO)N1C[C@H](C)[C@@H](CN(C)C(=O)Nc2ccccc2)Oc2cc(Br)ccc2S1(=O)=O	2	-27	1	4	nt	5	12	-5	4	nt	-2
Cc1c[n+]([O-])n(-c2ccc(C(=O)O)cc2)n1	-8	5	11	-9	3	12	-16	14	3	-1	7
COC(=O)c1nc(-c2ccccc2)oc1N1CCOCC1	-4	5	-4	10	-3	16	-1	-8	18	1	-14
CCOC(=O)c1c(S(=O)(=O)Nc2ccc(CN3CCC(C)CC3)cc2)c(C)n(C)c1C	-2	24	-9	-1	-13	7	14	-16	5	3	18
NNC(=O)c1sccc1OCc1ccc(Cl)cc1Cl	7	-19	-7	-21	0	4	-2	33	11	-1	8
CC(=O)c1ccc(NC(=O)c2ccc(S(=O)(=O)N3CCCC3)cc2)cc1	-17	-3	2	2	-11	-7	0	-25	-29	1	4
CCN(CC)C1Oc2cc3c(cc2C(c2cc(OC)c(O)c(OC)c2)C1C)OCO3 (configuration not stated)	11	0	5	21	2	21	2	-37	12	nt	-7
Cc1nn(C)cc1CNC(=O)c1cccc(F)c1	15	10	1	-20	-1	14	-6	-4	9	1	15
Cn1c(COc2ccc(Br)cc2)nnc1SC1CCc2ccccc2C1=O (configuration not stated)	11	-26	19	-9	8	17	-11	82	-7	-2	16
CCC(C)(C)n1nnnc1C(c1cc2cc(C)ccc2[nH]c1=O)N1CCCC1 (configuration not stated)	6	5	-12	-8	2	-7	-8	11	-9	5	10
COc1cccc(CSc2nnc(-c3ccco3)n2C)c1	-18	-7	-6	-6	-25	3	-2	4	-19	-1	2
CC[C@@H](C)[C@@H](CO)NC(=O)[C@H]1O[C@@H](n2cnc3c(N)ncnc32)[C@H](O)[C@@H]1O	0	-17	-19	10	nt	14	7	1	14	nt	-14
Cc1cc(N2CCN(C)CC2)n2nc(-c3ccc(Cl)cc3)nc2n1	-12	-7	-72	-28	-19	18	-3	0	-3	3	-6
N#C/C(C(=O)N1CCCCC1)=C1/N=C(NC(=O)c2ccc(F)cc2)c2ccccc21	-38	-13	-5	-48	-31	-35	12	-34	-54	3	1
COc1ccc(N2CCN(CCNC(=O)c3nnc(Cc4c(F)cccc4Cl)o3)CC2)cc1	15	-14	-1	-8	10	14	5	9	1	-1	0
CCOc1ccc(N=c2oc3cc(O)ccc3cc2C(=O)NCC2CCCO2)cc1 (configuration not stated)	6	-16	-28	-7	-9	-8	9	-36	-9	-1	13
NC(=S)Nc1cccc2cnccc12	10	8	-3	-11	-4	-2	-8	6	24	1	-2
Cc1ccccc1-n1ncc2c1CC(C)(C)CC2NC(=O)CSc1ccncc1 (configuration not stated)	4	-19	-5	-17	4	12	-3	6	20	1	8

Given with values under each structure: 2 of the compounds above
Second line of a record: TROY signal inh | NR2E3 ag-1 | TWEAK-Fn14 inh | CF NFkB block | TRPM1 prom inh | Peg3 promoter | TRAIL sens C8 | Shn3 inh set2 | HIF-2a inh | NR2E3 ag-2 | KKLEB tox
CCOC(=O)c1c(S(=O)(=O)Nc2ccc(CN3CCC(C)CC3)cc2)c(C)n(C)c1C
→ -2 | 24 | -9 | -1 | -13 | 7 | 14 | -16 | 5 | 3 | 18
COc1cccc(CSc2nnc(-c3ccco3)n2C)c1
→ -18 | -7 | -6 | -6 | -25 | 3 | -2 | 4 | -19 | -1 | 2

(further entries)
Compound	TROY signal inh	NR2E3 ag-1	TWEAK-Fn14 inh	CF NFkB block	TRPM1 prom inh	Peg3 promoter	TRAIL sens C8	Shn3 inh set2	HIF-2a inh	NR2E3 ag-2	KKLEB tox
Nc1nc(SCc2ccc(Br)cc2)[nH]c(=O)c1-c1ccccc1	-28	8	-2	19	-10	-16	-8	10	-33	0	-5
Cc1ccc(-n2c(N)c(C(=O)N3CCN(C)CC3)sc2=S)cc1	-9	-16	0	0	2	4	-5	9	8	0	8
CCc1ccc(Nc2nnc(SCC(=O)NCCN3C(=O)CSC3=O)s2)cc1	-57	-35	-33	-7	-27	-133	58*	-40	-127	1	-12
Cc1nn(Cc2ccc(F)cc2)c(C)c1NC(=O)c1noc2c1CCc1ccccc1-2	48	-8	60*	-20	nt	17	-25	1	-4	2	0
Cc1cc(=O)[nH]c(N/N=C/c2ccc(C)o2)n1	4	-4	3	8	2	-4	-7	-1	-11	-2	-21
COc1ccc(N2CCN(C(=O)COC(=O)c3ccc(-n4nc(C)cc4C)cc3)CC2)cc1	9	-6	-4	-1	15	16	-2	-9	10	2	4
Cc1ccccc1Nc1nc(N)nc(COC(=O)c2ccc([N+](=O)[O-])o2)n1	-12	-22	-1	8	41	2	2	-14	-2	1	-22
COCCn1nnnc1CN(CCc1ccccc1)Cc1cc2cc(OC)ccc2[nH]c1=O	-7	-18	3	13	-5	4	-8	-10	-12	0	4
O=C(Nc1ccccc1)c1cc2ccccc2[nH]1	-58	-29	6	-6	-18	-141	-1	-7	-183	-1	4
O=C(NCC1CC1)C1(C(F)(F)F)CC(CCc2ccccc2)CCCO1 (configuration not stated)	6	-2	-5	-21	2	22	3	4	11	4	-10
O=C(COc1ccc([N+](=O)[O-])cc1)NNC(=O)Nc1ccccc1F	15	0	6	-5	-19	-1	0	4	-5	6	-8
COc1ccc(CCC(=O)Nc2ccc(Br)cn2)cc1	-15	10	1	42	-18	-16	2	5	-41	-6	-20
CC(C)C(=O)NCCc1nc(-c2ccccc2Cl)no1	-4	-24	-4	2	-10	-18	-4	-11	-11	-2	-9
Cc1ccc(NC(=S)NNC(=O)c2cccc([N+](=O)[O-])c2)cc1Cl	44	-6	-36	13	-12	-35	12	4	-91	0	-4
COc1ccc(C=C(C(=O)c2ccccc2)C(=O)c2ccccc2)cc1	-20	-46	52*	11	nt	-319	22	-39	-105	nt	-8
CC(=O)Nc1nnc([N+](=O)[O-])s1	6	-17	16	-6	nt	11	0	0	14	nt	13
Cc1c(NC(=O)CN2CCCC(C)C2)ccc2nsnc12 (configuration not stated)	-14	6	12	15	-14	7	2	9	10	1	1
COc1ccc(NC(=O)CN2C(=O)S/C(=C/c3cccn3-c3ccc(C(=O)O)cc3)C2=O)cc1	-3	-12	7	14	-6	8	6	6	9	nt	-4
COc1ccc(OC)c(NC(=O)c2cc3oc4ccccc4c3cc2O)c1	12	2	-14	-8	-2	9	14	25	-2	2	-5
Cc1ccc(C(=O)CCC2CCCCC2=O)cc1 (configuration not stated)	-70	-105	-2	-1	-71	-180	7	-90	-214	0	6
O=C1CN(C(=O)CSc2ccccn2)c2ccccc2N1	0	-23	2	14	4	-35	-2	0	-12	nt	-1
COc1ccc(O)c(/C=N/N2CCCCC2)c1	-38	-46	1	-10	-53	-323	4	-31	-275	-2	4
CC(C)C(c1nnnn1C1CCCCC1)N1CCN(C(=O)c2ccco2)CC1 (configuration not stated)	-1	-12	39	-12	2	14	11	2	4	4	2
COc1ccc(-c2nc(N)n(S(=O)(=O)c3ccc(C)cc3)n2)cc1	-7	12	-18	-12	-11	5	-7	5	-10	3	-7
COc1ccc(C(O)c2ncc(-c3ccc(Cl)cc3)[nH]2)cc1 (configuration not stated)	-21	-2	-15	22	nt	-22	-13	-14	-35	nt	-13
O=C1c2ccccc2NC2(CCCCC2)N1N=C1CCCCC1	1	-61	-8	9	9	4	3	2	12	2	-25
Cc1ccc(C(NC(=O)N2CCCC2)C(Cl)(Cl)Cl)cc1F (configuration not stated)	12	-3	6	5	0	26	5	16	22	3	1
O=C(Nc1ccccc1)c1cc(C2COCCN2C(=O)c2ccccn2)on1 (configuration not stated)	-1	8	19	-13	nt	-4	8	-14	-3	nt	-4
CC1CCN(C(=O)Cn2c(=O)oc3ccccc32)CC1	18	0	-8	-2	4	-6	-10	1	11	-2	3

From PubChem BioAssay
